# Screens (PubChem BioAssay)
# GSK3A inh: blocks human GSK-3 alpha kinase. AID 2650. ADP-Glo luminescence, 60 min. P49840. hit rate 0.1% among 320,000. inhibition, % at 10 µM;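 in the data active = inhibition above about 50%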;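 also: GST-tagged GSK-3 alpha with peptide substrate and 25 µM ATP; 0% = DMSO neutral wells and 100% = GW8510 positive control wells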
# Target sequence (P49840 whole entry, looked up): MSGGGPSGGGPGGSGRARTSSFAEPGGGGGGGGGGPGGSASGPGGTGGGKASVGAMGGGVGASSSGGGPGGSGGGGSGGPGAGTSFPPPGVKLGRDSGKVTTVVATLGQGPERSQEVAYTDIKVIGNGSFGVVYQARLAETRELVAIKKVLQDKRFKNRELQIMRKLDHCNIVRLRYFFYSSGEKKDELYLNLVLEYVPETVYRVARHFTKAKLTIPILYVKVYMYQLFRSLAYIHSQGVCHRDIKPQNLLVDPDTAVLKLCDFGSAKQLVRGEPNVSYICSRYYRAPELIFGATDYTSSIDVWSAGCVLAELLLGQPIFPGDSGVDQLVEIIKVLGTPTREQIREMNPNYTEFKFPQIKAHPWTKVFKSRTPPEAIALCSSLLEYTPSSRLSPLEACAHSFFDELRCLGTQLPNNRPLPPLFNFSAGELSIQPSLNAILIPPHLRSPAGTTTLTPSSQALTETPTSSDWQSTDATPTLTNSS
# Active calls of the source: *. Not all compounds are listed; rates above refer to the full screens.
SMILES,GSK3A inh
O=C(Nc1cccc(S(=O)(=O)N2CCCCC2)c1)C1=NN(c2ccccc2)C(=O)CC1,1
Cc1c(O)c(=O)n(-c2ccccc2)n1C,-2
CC(C(=O)N(C)CC(=O)Nc1ccccc1C(F)(F)F)N1C(=O)c2ccccc2C1=O (stereo not drawn),1
CCOC(=O)C1CCCN(C(=O)c2sc3nc4n(c(=O)c3c2C)CCC4)C1 (stereo not drawn),1
CCCN(CC(=O)Nc1ccccc1C)C(=O)Cc1c(C)nc2ccccc2c1C,0
COc1ccccc1OCCC(=O)NNC(=O)c1ccccc1F,1
Cc1ccc(C)c(OCCC(=O)Nc2ccccc2C(=O)NC2CC2)c1,-2
CCN(CC)S(=O)(=O)c1ccc(/C=C/C(=O)OCC(=O)NNC(=O)c2ccc(OC)cc2)cc1,-4
COc1ccc(C2(C)NC(=O)N(CC(=O)c3cc(C)n(C4CC4)c3C)C2=O)cc1OC (stereo not drawn),-3
CCC1Nc2ncnc(N3CCCCC3)c2N(Cc2ccc(OC)cc2)C1=O (stereo not drawn),0
CCOC(=O)C1CCN(C(=O)c2cc(S(=O)(=O)N3CCOCC3)ccc2C)CC1,-1
O=C(COC(=O)c1ccc2ccccc2n1)Nc1ccccc1Br,1
CC(=O)Nc1ccc(NC(=O)C(C)OC(=O)c2c(NC(C)=O)sc(C)c2C)cc1 (stereo not drawn),-2
COc1ccc(OCCCC(=O)Nc2cc(S(=O)(=O)N3CCCCC3)ccc2C)cc1,-1
COc1cc(OC)cc(-c2c(-c3cccs3)c3cc(-c4cccc5[nH]ccc45)ccc3n2C)c1,-1
CCOc1ccc(NC(=O)COc2ccc(S(=O)(=O)N3CCOCC3)cc2)cc1,-1
Cn1c(SCC(=O)Nc2cccnc2Cl)nc2ccccc21,3
COc1ccccc1OCCNC(=O)CCNC(=O)c1ccccc1OC,2
Cc1cc(NS(=O)(=O)c2ccc(NC(=O)Cc3ccc([N+](=O)[O-])cc3)cc2)nc(C)n1,0
Cc1nn(Cc2ccccc2Cl)c(C)c1C(=O)N(C)CC(=O)Nc1cccc(F)c1,6

# Exported as tab-separated lines: entries from further up.
Structure	GSK3A inh
CC(C(=O)N(C)CC(=O)Nc1ccccc1C(F)(F)F)N1C(=O)c2ccccc2C1=O (stereo not drawn)	1
CCOC(=O)C1CCCN(C(=O)c2sc3nc4n(c(=O)c3c2C)CCC4)C1 (stereo not drawn)	1
CCCN(CC(=O)Nc1ccccc1C)C(=O)Cc1c(C)nc2ccccc2c1C	0
COc1ccccc1OCCC(=O)NNC(=O)c1ccccc1F	1
Cc1ccc(C)c(OCCC(=O)Nc2ccccc2C(=O)NC2CC2)c1	-2
CCN(CC)S(=O)(=O)c1ccc(/C=C/C(=O)OCC(=O)NNC(=O)c2ccc(OC)cc2)cc1	-4
COc1ccc(C2(C)NC(=O)N(CC(=O)c3cc(C)n(C4CC4)c3C)C2=O)cc1OC (stereo not drawn)	-3
CCC1Nc2ncnc(N3CCCCC3)c2N(Cc2ccc(OC)cc2)C1=O (stereo not drawn)	0
CCOC(=O)C1CCN(C(=O)c2cc(S(=O)(=O)N3CCOCC3)ccc2C)CC1	-1
O=C(COC(=O)c1ccc2ccccc2n1)Nc1ccccc1Br	1
CC(=O)Nc1ccc(NC(=O)C(C)OC(=O)c2c(NC(C)=O)sc(C)c2C)cc1 (stereo not drawn)	-2
COc1ccc(OCCCC(=O)Nc2cc(S(=O)(=O)N3CCCCC3)ccc2C)cc1	-1
COc1cc(OC)cc(-c2c(-c3cccs3)c3cc(-c4cccc5[nH]ccc45)ccc3n2C)c1	-1
CCOc1ccc(NC(=O)COc2ccc(S(=O)(=O)N3CCOCC3)cc2)cc1	-1
Cn1c(SCC(=O)Nc2cccnc2Cl)nc2ccccc21	3

# The list continues.
SMILES,GSK3A inh
CCN1CCN(CC(=O)Nc2cc(S(=O)(=O)N3CCCCC3)ccc2Cl)CC1,-2
CCCCCC(CC(=O)NO)C(=O)NC(C(=O)N1CCCC1CO)C(C)C (stereo not drawn),0
O=C(CN1C(=O)NC2(CCCC2)C1=O)NC(c1ccccc1)c1ccccc1,-2
O=C(NCCc1ccccc1)c1ccc2c(c1)S(=O)(=O)c1cc(Cl)ccc1C2=O,-2
CSc1cccc(N2CC(C(=O)N3CCN(S(=O)(=O)c4ccccc4Cl)CC3)CC2=O)c1 (stereo not drawn),-1
CC[C@@H](C)[C@@H]1CN([C@@H](CN2CCC[C@H]2CN2C(N)=NC[C@H]2C(C)C)C(C)C)C(=N)N1CCCC1CCCC1,7
Cc1cc(C)c(NC(=O)CSCc2c(C)noc2C)c(C)c1,1
CC(C)[C@H](NC(=O)c1ccccc1Cl)C(=O)OCC(=O)N1CCCCC1,-2
COc1ccc(SC[C@H](Cc2ccccc2)N2CC[C@@H](NC(=O)OCc3ccccc3)CCC2=O)cc1,-5
COc1ccc(-c2nnn(CC(=O)Nc3ccc4c(c3)OCCO4)n2)cc1OC,-2
COc1cc2cc(CCCOC(=O)c3ccc4c(c3)OCO4)oc(=O)c2cc1OC,2
Cc1cccc(C)c1NC(=O)CN(C)CC(=O)c1c(N)n(Cc2ccccc2)c(=O)n(C)c1=O,16
COc1ccc(-c2sc3ccc(N4CCOCC4)cc3c2-c2ccc(O)cc2)cc1,-2
COC(=O)c1cccc(-n2sc3ccccc3c2=O)c1,-1
Cc1cc(C(=O)Nc2ccc(C)c(S(=O)(=O)N3CCOCC3)c2)c2ccccc2n1,23
CCOC(=O)[C@H]1[C@H]2COc3cc(OC)ccc3[C@@H]2N2C(=O)c3cc(F)ccc3NC(=O)[C@@]12C,-24
Cc1csc(CNc2ncnc3ccc(-c4cccc(Cl)c4)cc23)c1,0
CCOC(=O)Cc1csc(NC(=O)c2cc(C)c(C)s2)n1,-2
Cc1ccc(S(=O)(=O)N2CCOCC2)cc1NC(=O)CSc1nnc(C2CC2)n1C1CC1,-6
O=C(CN1C(=O)NC2(CCc3ccccc32)C1=O)c1ccc(Br)s1 (stereo not drawn),-3
CCN(CC(=O)Nc1ccc2c(c1)OCCO2)C(=O)/C=C/c1cccc(C(F)(F)F)c1,-2
Cc1ccccc1CN(C)C(=O)[C@H](Cc1ccccc1)NC(=O)c1ccco1,0
Cc1cc(C(=O)OCC(=O)N(C)c2c(N)n(Cc3ccccc3)c(=O)[nH]c2=O)c(C)n1-c1ccccc1,-1
O=C(NCc1ccccc1C(F)(F)F)c1cccc2c1C(=O)c1ccc(N3CCOCC3)cc1S2(=O)=O,-3
O=C(CN1CCN(C(=O)c2cccc(S(=O)(=O)N3CCCC3)c2)CC1)Nc1ccc(F)cc1,9
O=C(COC(=O)c1ccccc1)Nc1ncc([N+](=O)[O-])s1,29
O=C(C[C@H]1C/C=C\CC[C@@H](Cc2ccc(F)cc2)C(=O)O[C@@H](c2ccccc2)CNC1=O)N[C@H](CO)Cc1ccccc1,-3
COc1ccc(-c2c(-c3ccccc3OC)oc3ccccc23)cc1F,5
CC1CC1C(=O)N(C)CC(=O)Nc1ccccc1Br (stereo not drawn),-3
COc1cc(/C=C/C(=O)Nc2cccc(S(=O)(=O)N3CCOCC3)c2)ccc1OCC#N,2
CCCc1cc(=O)[nH]c(SCC(=O)N2CCc3ccccc32)n1,6
COc1cc(NC(=O)COC(=O)CNC(=O)C2CCCCC2)cc(OC)c1,-5
Cc1cc(C(=O)CN2CCN(CC(=O)Nc3cccc(F)c3)CC2)c(C)n1C1CC1,-3
Cc1ccc(NS(=O)(=O)c2ccc3[nH]c(=O)oc3c2)cc1Cl,1
COCCn1c(SCC(=O)NN2C(=O)NC(C)(c3ccccc3)C2=O)nnc1-c1ccncc1 (stereo not drawn),-1
CN(c1ccccc1)S(=O)(=O)c1cccc(NC(=O)CCNC(=O)c2ccccc2)c1,0
CN(CC(=O)Nc1ccc2c(c1)OCCO2)CC(=O)Nc1ccc(F)c(F)c1F,-4
CN(CC(=O)Nc1ccc(Cl)c(C(F)(F)F)c1)C(=O)c1cnccn1,-1
COc1ccc(OC)c(NC(=O)COC(=O)[C@H](Cc2ccccc2)NC(=O)c2ccco2)c1,-3
CC1CCCCC1NCC(=O)Nc1ccccc1C(=O)Nc1ccccc1 (stereo not drawn),-2

# An excerpt of these results, tab-delimited:
smiles	GSK3A inh
COc1ccc(OC)c(NC(=O)COC(=O)[C@H](Cc2ccccc2)NC(=O)c2ccco2)c1	-3
CN(c1ccccc1)S(=O)(=O)c1cccc(NC(=O)CCNC(=O)c2ccccc2)c1	0

# (next part)
SMILES,GSK3A inh
Cc1n[nH]c(=O)c2c(NC(=O)CSc3cc(Cl)ccc3Cl)oc(C)c12,-1
O=C(Nc1cc(S(=O)(=O)N2CCOCC2)ccc1N1CCOCC1)c1c(F)cccc1Cl,2
CC(C)NC(=O)Nc1ccc2c(c1)C(=O)N([C@H](C)CO)C[C@H](C)[C@@H](CN(C)S(=O)(=O)c1ccc(F)cc1)O2,0
O=C(Nc1cccc(S(=O)(=O)NCc2ccco2)c1)c1ccc(Cl)cc1,1
CC(C)(C)OC(=O)C[C@H]1C/C=C\C[C@H](CC(=O)N[C@H](CO)Cc2ccccc2)C(=O)N[C@H](Cc2ccccc2)COC1=O,0
O=C(COC(=O)c1ccc2c(c1)OCO2)Nc1ccccc1Cl,10
O=C(O)CCC(=O)OCCc1cc2ccccc2c(=O)o1,0
COc1ccc(NC(=O)CN(C)C(=O)c2cc(C3CC3)nn2-c2ccccc2)cc1,-1
CC(C)N(C(=O)[C@H]1CC(CC(=O)NCCC2=CCCCC2)C(=O)N2CCc3c([nH]c4ccccc34)[C@]12C)C(C)C (stereo partly drawn),0
C=CCC[C@H](Cc1ccc(F)cc1)C(=O)OC[C@H](Cc1c[nH]c2ccccc12)NC(=O)[C@@H](CC=C)CC(=O)N[C@@H](CO)Cc1ccccc1,-2
O=C1c2ccccc2NC(c2ccc(-c3ccc(F)cc3)o2)N1O (stereo not drawn),-1
COc1ccc(C2=C3C(=O)OCC3Cc3ncn(Cc4ccccc4)c32)cc1 (stereo not drawn),-1
O=C(CN1CCCC1c1ccc2c(c1)OCCO2)NC(=O)Nc1ccccc1 (stereo not drawn),0
O=C(CN1CCN(C(=O)CNC(=O)c2ccc3c(c2)OCO3)CC1)Nc1ccc(F)cc1,-2
O=C1CN(C(=O)COC(=O)CCC(=O)c2ccc(F)cc2)c2ccccc2N1,1
Cn1c(-c2ccsc2)c(-c2cccs2)c2cc(-c3ccc4[nH]ccc4c3)ccc21,-2
Cc1ccc(C2(C)NC(=O)N(CC(=O)N3CC(=O)Nc4ccccc43)C2=O)cc1 (stereo not drawn),-3
C=CC[C@H](CC(=O)OC(C)(C)C)C(=O)OC[C@H]1CCCN1C(=O)[C@@H](CC=C)CC(=O)N(CCO)Cc1ccccc1,0
O=S(=O)(c1ccc(F)cc1)N1CCN(S(=O)(=O)c2ccc3c(c2)OCCO3)CC1,0
COc1ccc(OC)c(-n2c(SCC(=O)NCC3CCCO3)nc3ccccc3c2=O)c1 (stereo not drawn),-4
CCCN(C(=O)COc1ccc(C(C)=O)cc1OC)C1CCS(=O)(=O)C1 (stereo not drawn),4
O=C(N[C@@H]1C/C=C\C[C@@H](CC(=O)N(CCO)Cc2ccccc2)C(=O)N[C@H](Cc2ccccc2)COC1=O)OCC1c2ccccc2-c2ccccc21,-1
CCOc1cc(/C=C(\C(=O)O)c2ccc(S(=O)(=O)N3CCCC3)s2)ccc1OC,2
COCc1ccccc1C1=CC(=O)C[C@H](c2ccc(F)cc2)C1,0
CN(C(=O)CCCN1C(=O)c2ccccc2C1=O)C1CCCCC1,1
C=CCC[C@H](Cc1ccc(F)cc1)C(=O)OC[C@@H](Cc1c[nH]c2ccccc12)NC(=O)[C@@H](CC=C)CC(=O)N(CCO)Cc1ccccc1,-1
Cc1cc(C)cc(OCC(=O)N2CCN(c3ncccn3)CC2)c1,-3
O=C(Cc1ccc(S(=O)(=O)N2CCOCC2)s1)Nc1cc(C(F)(F)F)cc(C(F)(F)F)c1,3
CCN(C(=O)COC(=O)c1[nH]c(C)c(C(C)=O)c1C)c1c(N)n(Cc2ccccc2)c(=O)[nH]c1=O,2
CCN1CCN(C(=O)C2CCN(C(=O)Nc3ccccc3)CC2)CC1,-2
C=CCn1c(O)c(N=Nc2ccccc2O)c2ccccc21,-2
Cc1cccc(C)c1OCC(=O)NNC(=O)CCCn1c(=O)oc2ccccc21,-4
O=C(Nc1ccccn1)C1CCN(S(=O)(=O)c2ccc3c(c2)OCCO3)CC1,3
CCOc1ccccc1NC(=O)COC(=O)C(Cc1ccccc1)NC(=O)c1ccco1 (stereo not drawn),-1
COc1cccc(CC(=O)NN2C(=O)NC3(CCCCC3)C2=O)c1,1
CC(=O)C[C@@H](O)CC(=O)[C@H]1OC(=O)[C@H](C)C/C=C\Cc2ccccc21,-2
COc1cc(C(C)=O)ccc1OCC(=O)NC(=O)Nc1ccc(C)cc1C,-1
Cc1noc(C)c1C(=O)OCC(=O)N(C)C1(C#N)CCCCC1,1
COc1cc(OC)cc(-c2c(-c3ccc(F)cc3)c3cc(-c4cccc5[nH]ccc45)ccc3n2C)c1,1
C[C@@H]1CN([C@H](C)CO)C(=O)c2cc(NC(=O)Nc3ccc(C(F)(F)F)cc3)ccc2O[C@H]1CN(C)S(=O)(=O)c1ccc(Cl)cc1,-2
CN(C)C/C=C/C(=O)Nc1cccc(-c2c[nH]c3ncnc(Oc4ccc(NC(=O)CC(=O)Nc5ccc(F)cc5)cc4F)c23)c1,2
O=C(N/N=C/c1ccc(O)c(O)c1)c1ccc(-n2cnnn2)cc1,-5
O=C(CN1C(=O)NC2(CCCC2)C1=O)Nc1cc(Cl)ccc1Oc1ccccc1,10
COc1ccc(NC(=O)Nc2ccc3c(c2)C(=O)N([C@H](C)CO)C[C@H](C)[C@@H](CN(C)C(=O)Nc2ccc(C(F)(F)F)cc2)O3)cc1,-3
Cc1ccc(OCCC(=O)NNC(=O)c2nn(C)c(=O)c3ccccc23)cc1,0
CCc1cccc(C)c1NC(=O)CCCN1C(=O)NC(C)(C)C1=O,0
O=C(CN1CCc2ccccc21)Nc1ccc2c(c1)OCCCO2,-3
CC1CCCC(C)N1C(=O)COC(=O)c1ccc(Br)o1 (stereo not drawn),-2
O=S(=O)(NCC(c1ccco1)N1CCCCC1)c1ccccc1C(F)(F)F (stereo not drawn),5
CC(C)CN(C(=O)c1cccc(Cl)c1)c1c(N)n(Cc2ccccc2)c(=O)[nH]c1=O,0
COc1ccc(NC(=O)N(C)C[C@H]2Oc3c(NC(=O)Nc4ccc5c(c4)OCO5)cccc3C(=O)N([C@H](C)CO)C[C@@H]2C)cc1,-3
Cc1ccc(-n2c(C)cc(C(=O)OCC(=O)N3CCOCC3)c2C)cc1,-1
